Screens: PubChem BioAssay, Sanford-Burnham Center for Chemical Genomics
hIAP activ: increases human intestinal alkaline phosphatase activity; 330,000 compounds, 0.16% hits; purified human IAP, CDP-Star luminescence, 30 min; stronger effect = higher value; 1 = vehicle-only enzyme, 0 = enzyme-free background; P09923; activation factor at 10 µM;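 active means activation factor of the enzyme at least 2-fold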; further: the source names both 10 and 20 µM as test concentration; values of inactives mirror those of a sister screen read the other way
Target sequence (P09923 whole entry, looked up): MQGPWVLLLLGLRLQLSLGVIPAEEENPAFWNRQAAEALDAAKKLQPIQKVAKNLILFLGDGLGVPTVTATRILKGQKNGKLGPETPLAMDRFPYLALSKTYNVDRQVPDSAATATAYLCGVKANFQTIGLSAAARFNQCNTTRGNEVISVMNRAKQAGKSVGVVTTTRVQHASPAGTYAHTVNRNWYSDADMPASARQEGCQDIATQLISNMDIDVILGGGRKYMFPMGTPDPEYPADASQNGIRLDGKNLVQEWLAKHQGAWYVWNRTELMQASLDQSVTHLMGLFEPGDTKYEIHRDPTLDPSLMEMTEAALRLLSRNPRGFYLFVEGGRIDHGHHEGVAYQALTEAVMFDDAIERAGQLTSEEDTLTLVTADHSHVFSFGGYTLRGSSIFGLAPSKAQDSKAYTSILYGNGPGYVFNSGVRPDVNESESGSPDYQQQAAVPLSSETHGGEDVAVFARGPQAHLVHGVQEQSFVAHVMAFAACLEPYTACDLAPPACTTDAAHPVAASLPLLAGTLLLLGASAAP
A3G deaminase: APOBEC3G (human) deaminase inhibition. Q9HC16. recombinant A3G, ssDNA deamination FAM/TAMRA fluorescence. inhibition, % at 20 µM. 330,000 compounds, 0.28% hits. AID 493012;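 active means inhibition of at least 40% at 20 µM, with no more than 30% in the related APOBEC3A deaminase screen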;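 further: plate controls were DMSO wells with A3G for no effect and wells lacking A3G enzyme for full effect; some compounds called inactive have numbers as strong as hits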
Target sequence (Q9HC16 whole entry, looked up): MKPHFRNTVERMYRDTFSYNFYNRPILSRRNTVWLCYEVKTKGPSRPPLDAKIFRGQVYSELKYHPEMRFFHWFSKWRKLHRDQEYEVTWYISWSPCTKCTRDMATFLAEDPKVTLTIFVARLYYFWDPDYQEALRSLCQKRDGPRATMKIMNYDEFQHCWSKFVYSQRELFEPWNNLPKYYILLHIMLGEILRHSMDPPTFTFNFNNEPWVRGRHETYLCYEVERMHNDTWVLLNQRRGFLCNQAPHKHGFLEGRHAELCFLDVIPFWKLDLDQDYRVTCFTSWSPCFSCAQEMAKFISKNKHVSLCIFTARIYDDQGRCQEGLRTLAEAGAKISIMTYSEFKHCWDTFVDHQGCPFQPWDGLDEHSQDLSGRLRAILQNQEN
ATG4B inh: blocks human ATG4B protease cleavage of LC3 substrate | ATG4B cleavage of LC3-PLA2, NBD-HPC fluorescence, 1 h | 340,000 compounds, 0.51% hits | inhibition, % at 8.33 µM; in the data active means inhibition above about 40%
hIAP block: blocks human intestinal alkaline phosphatase; purified IAP, CDP-Star luminescence, 30 min; inhibition, % at 10 µM; 330,000 compounds, 0.12% hits;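 active means inhibition reaching a set limit with compound at 10 µM in the primary screen, cut at about 35% in these data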;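 further: plate controls were DMSO wells with enzyme for no effect and no-enzyme buffer wells for full effect; values of inactives mirror those of a sister screen read the other way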
MPTP block: permeability transition pore inhibition; inhibition, % at 10 µM; isolated mouse mitochondria, Ca2+ swelling absorbance, 30 min; AID 602449; 360,000 compounds, 1.4% hits;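 active means inhibition of 50% or more, scaled per plate between neutral and stimulator controls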;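 further: 0% = DMSO wells given calcium and 100% = 1 mM EGTA wells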
mIAP act: mouse IAP activation; muIAP, CDP-Star luminescence, 30 min; stronger effect = higher value; 1 = vehicle-only enzyme signal, 0 = enzyme-free wells; activation factor at 10 µM; 330,000 compounds, 0.24% hits; AID 2805;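 active means activation factor of at least 2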; further: the source names both 10 and 20 µM as test concentration; values of inactives mirror those of a sister screen read the other way
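also added = chemiluminescent substrate CDP-Star | test system = mouse IAP enzyme | signal = chemiluminescence readout | compound = DMSO-dissolved test compounds | incubation = 30 min at room temperature | benchmarks = DMSO wells, no-enzyme wells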
mIAP block: blocks mouse intestinal alkaline phosphatase; purified mouse IAP, CDP-Star luminescence, 30 min; inhibition, % at 10 µM; 330,000 compounds, 0.2% hits;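 active means inhibition of at least 40% at 10 µM in the primary screen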;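 further: plate controls were DMSO with enzyme for no effect and no enzyme wells for full effect; values of inactives mirror those of a sister screen read the other way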
MIN6 prolif: inducers of beta-cell replication in MIN6 cells. MIN6 cells proliferation, ATPlite luminescence, 48 h; cells starved in 0.2% serum; 100% = growth in 10% serum. proliferation, % at 10 µM. 330,000 compounds, 0.29% hits;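 active means compounds whose signal lies at least 3.5 SD above the mean of all wells on their plate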;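 further: 0% = DMSO-treated cells in low-serum medium and 100% = 10% serum control; some compounds called inactive have numbers as strong as hits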
APOBEC3A inh: blocks human APOBEC3A ssDNA deamination; P31941; recombinant A3A, FAM/TAMRA ssDNA deamination fluorescence; inhibition, % at 20 µM; 330,000 compounds, 0.41% hits; AID 493011;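 active means at least 40% inhibition at 20 µM here, with at most 30% in a related deaminase screen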;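 further: plate controls were A3A with DMSO for no effect and wells lacking A3A enzyme for full effect; some results filed as inactive read as strong as hits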
* = called active by the depositor.

SMILES | hIAP activ | A3G deaminase | ATG4B inh | hIAP block | MPTP block | mIAP act | mIAP block | MIN6 prolif | APOBEC3A inh
CCn1c(CCCNC(=O)c2cccs2)nc2ccccc21 | 1.1 | -10 | 5 | -6 | 1.5 | 1.1 | -5 | 0 | -6
O=C1CCn2nc(-c3ccc(Cl)cc3)cc2N1 | 1.1 | -4 | -10 | -10 | -1.6 | 1.2 | -20 | 5 | -1
N#CCC(=O)Nc1ccc(C(=O)OCC(=O)NC(=O)NCc2ccco2)cc1 | 1.1 | 8 | -9 | -12 | 0.6 | 0.9 | 10 | -2 | 0
COc1ccc(/C=N/n2c(COc3ccccc3)n[nH]c2=S)cc1OC | 0.94 | 29 | 5 | 6 | -0.4 | 0.9 | 10 | 2 | -5
Cc1cccc(Nc2nnc(SCC(=O)Nc3ncc(C(F)(F)F)cc3Cl)s2)c1C | 0.98 | -2 | 16 | 2 | 2.2 | 0.9 | 10 | -2 | -5
Cc1cc(C)nc(-n2ncc3c2CC(C)CC3=O)n1 (stereo not given) | 1 | -4 | 9 | -1 | 1.2 | 0.9 | 10 | -2 | -1
NC(=O)C1CCN(CC(=O)Nc2cc(Cl)ccc2Oc2ccccc2)CC1 | 1 | -10 | 8 | -4 | 1.3 | 0.89 | 11 | 2 | -3
Cc1cc(=O)[nH]c(=S)[nH]1 | 0.94 | -3 | -8 | 6 | 1.8 | 0.93 | 7 | 3 | -4
Cc1cc2c(cc1S(=O)(=O)Nc1cccc(C)c1C)n(C)c(=O)c(=O)n2C | 1.1 | -5 | -3 | -6 | 0.1 | 1 | -4 | -2 | 0
CC(C)C(NC(=O)c1ccc(Br)cc1)C(=O)NC1=NCCS1 (stereo not given) | 1 | -6 | 6 | -2 | -0.2 | 1 | -1 | 2 | -1
CC1CCN(c2nc3c(c(=O)[nH]c(=O)n3C)n2Cc2ccccc2Cl)CC1 | 1.3 | -13 | -3 | -30 | 0.3 | 1 | -4 | -3 | -4
COc1cccc(OCc2nn[nH]n2)c1 | 1.1 | 0 | -10 | -12 | 0.2 | 0.99 | 1 | 0 | 1
Cc1ccc(S(=O)(=O)NCC(=O)OCc2csc(-c3ccccc3)n2)cc1 | 1.2 | -13 | 15 | -18 | -1.7 | 1 | -1 | 0 | 7
Cc1ccsc1C(C(=O)NCc1ccccc1)N(C(=O)c1csnn1)c1ccccc1 (stereo not given) | 0.93 | -3 | -6 | 7 | -0.1 | 0.99 | 1 | 3 | 0
Clc1ccc(Nc2nc(NCCN3CCOCC3)nc(N3CCOCC3)n2)cc1 | 0.9 | 12 | -5 | 10 | -0.8 | 1.1 | -6 | -2 | 5
CCOc1cc(N2CCOCC2)c(OCC)cc1NC(=O)CN1CCN(Cc2ccc3c(c2)OCO3)CC1 | 1.1 | 1 | -2 | -7 | 0.4 | 0.97 | 3 | -4 | 0
CCOC(=O)c1cnc2oc3ccccc3n2c1=O | 1.1 | -1 | -4 | -11 | -0.4 | 1 | -1 | -4 | -3
CCCSc1ccc([C@@H]2[C@@H]3C(=O)N(CC)C(=O)[C@@H]3[C@]3(C(=O)OC)CCCCN23)cc1 | 1.1 | -5 | -4 | -15 | -0.7 | 1 | -1 | -5 | -2
COc1ccc(-n2c(C(C)(C)C)csc2=Nc2c(C)n(C)n(-c3ccccc3)c2=O)cc1 | 0.93 | -4 | -3 | 7 | -0.1 | 1 | 0 | 0 | 0
CN1C(=O)/C(=C/C=C2\SCCN2C)N(C)C1=S | 0.65 | -2 | 8 | 35 | -0.6 | 0.88 | 12 | -2 | 4
Cc1ccc2c(c1)c1nnc(SCC(=O)Nc3cccc(Cl)c3C)nc1n2CC(=O)O | 1 | -3 | 0 | -4 | 0.2 | 0.95 | 5 | -2 | -1
COc1ccc2cc[nH]c2c1 | 0.85 | -5 | 2 | 15 | 0.8 | 0.99 | 0 | 1 | 0
CCC(=O)N(Cc1cc2c(C)cc(C)cc2[nH]c1=O)C1CCCCC1 | 0.87 | 2 | -4 | 13 | -15 | 0.98 | 2 | -2 | -1
Cn1c(C(=O)N2CCN(Cc3ccccc3)CC2)cc2c(=O)n(C)c3ccccc3c21 | 0.85 | -9 | -14 | 15 | -1.0 | 0.99 | 0 | 0 | -1
COc1ccc(NC(=S)N2CCN(C(c3ccccc3)c3ccccc3)CC2)c(OC)c1 | 1 | -2 | 1 | -2 | -1.5 | 0.97 | 3 | -3 | -5
CCNC(=O)COc1cc(C)c(Br)c(C)c1 | 1 | -7 | -35 | -2 | -2.4 | 1 | 0 | -2 | 0
Cc1nn(C)c(Oc2ccc(Cl)cc2)c1C=O | 1.1 | -3 | 3 | -6 | 0.9 | 1 | -1 | 1 | -5
CCOc1ccc(N2CC(C(=O)Nc3cccc(S(=O)(=O)N4CCCCC4)c3)CC2=O)cc1 (stereo not given) | 1.1 | -4 | -11 | -7 | -0.8 | 1.1 | -11 | 1 | -2
Cc1cc(NCc2ccccc2Cl)n2nnnc2n1 | 1.1 | -7 | 12 | -9 | 0.1 | 1.1 | -9 | 3 | -5
O=C(NN1C(=O)C2C3C=CC(C3)[C@H]2C1=O)c1cccnc1 (stereo not given in full) | 0.96 | -7 | -3 | 4 | -1.9 | 1.1 | -6 | -2 | -3
COCCN(CC1CCCN(C2Cc3ccccc3C2)C1)C(=O)c1cccs1 (stereo not given) | 0.97 | -1 | -4 | 3 | -1.8 | 1.1 | -5 | 5 | 0
CCc1cccc(C)c1NC(=O)C1CC(=O)N(C2CCCC2)C1 (stereo not given) | 0.91 | 1 | -4 | 9 | 0.3 | 1 | -2 | 0 | 5
Cc1nc2nc(CCNS(=O)(=O)c3ccc(Cl)cc3)cn2nc1C | 1.2 | -4 | -7 | -21 | 1.5 | 0.96 | 4 | -2 | -4
CCc1c(O)nc(SCC(=O)NC(C)(C)C)n(-c2ccccc2)c1=O | 0.99 | -3 | -3 | 1 | -0.7 | 0.96 | 4 | -2 | -2
CC(C)N(C(=O)CSc1nn2c(=O)c(C(C)(C)C)nnc2s1)c1ccccc1 | 0.99 | 5 | -6 | 1 | -15 | 1.1 | -7 | -1 | 0
CC(=O)Nc1ccc(Oc2ccc(S(=O)(=O)N3CCCC3)cn2)cc1 | 0.97 | -9 | -1 | 3 | -1.5 | 1 | -4 | 0 | -3
Cc1nnc(SCc2nnc(-c3ccccc3Br)o2)s1 | 0.97 | -14 | -6 | 3 | 0.5 | 0.95 | 5 | -3 | -1
C=C(C)C(=O)Nc1cccc(C2=NOC3(C2)C[C@H](C(N)=O)N(C(=O)C(c2ccccc2)c2ccccc2)C3)c1 (stereo not given in full) | 0.89 | 53* | 1 | 12 | -0.7 | 0.95 | 5 | 6 | 18
Nc1nc(-c2ccc(Br)s2)c(Br)s1 | 0.84 | -5 | -2 | 16 | 0.8 | 0.81 | 19 | 0 | -2
CC(=O)c1sc(NC(=O)CCS(=O)(=O)c2ccccc2)nc1C | 1.1 | -1 | -5 | -13 | -0.4 | 1 | -4 | -6 | -2
CCOc1c2ccc(C(=O)NCc3cc(C(F)(F)F)cc(C(F)(F)F)c3)cc2nn1C | 0.93 | -7 | 11 | 7 | -0.3 | 0.76 | 24 | -2 | -2
ClC1(Cl)CC1CSc1nc2ccccc2[nH]1 (stereo not given) | 0.96 | -6 | 3 | 4 | -0.5 | 1.1 | -12 | -1 | 1
CCOC(=O)N1CCN(C(=O)COC(=O)CSc2cc(C)c(Br)cc2C)CC1 | 1 | -8 | -14 | -1 | -3.0 | 0.95 | 5 | -5 | -2
Cc1ccc(C(=O)Oc2ccc3c(c2)ncn3C)cc1 | 0.86 | -4 | -8 | 14 | -1.6 | 0.94 | 6 | -3 | -1
Cc1csc(C2=C(O)CN(CCc3ccccc3)C2=N)n1 | 1 | 2 | 8 | -1 | 0.3 | 1 | -1 | -1 | 4
COc1cc(NC(=O)c2ccc(F)cc2)c(OC)cc1NC(=O)CN1CCCCC1 | 0.93 | -3 | -2 | 7 | 0.7 | 0.96 | 4 | 1 | 2
CCn1cc(/C=C/C(=O)Nc2ccn(Cc3c(F)c(F)c(F)c(F)c3F)n2)cn1 | 1.1 | -8 | -6 | -10 | -0.7 | 0.96 | 4 | 0 | -4
Cc1cc(C)cc(OC(=O)COc2ccccc2C)c1 | 1.2 | -5 | 1 | -22 | 0.3 | 1 | 0 | -2 | 1

A portion taken from the entries so far, as a working copy:
SMILES | hIAP activ | A3G deaminase | ATG4B inh | hIAP block | MPTP block | mIAP act | mIAP block | MIN6 prolif | APOBEC3A inh
CC(=O)c1sc(NC(=O)CCS(=O)(=O)c2ccccc2)nc1C | 1.1 | -1 | -5 | -13 | -0.4 | 1 | -4 | -6 | -2
CCOc1c2ccc(C(=O)NCc3cc(C(F)(F)F)cc(C(F)(F)F)c3)cc2nn1C | 0.93 | -7 | 11 | 7 | -0.3 | 0.76 | 24 | -2 | -2
ClC1(Cl)CC1CSc1nc2ccccc2[nH]1 (stereo not given) | 0.96 | -6 | 3 | 4 | -0.5 | 1.1 | -12 | -1 | 1
CCOC(=O)N1CCN(C(=O)COC(=O)CSc2cc(C)c(Br)cc2C)CC1 | 1 | -8 | -14 | -1 | -3.0 | 0.95 | 5 | -5 | -2
Cc1ccc(C(=O)Oc2ccc3c(c2)ncn3C)cc1 | 0.86 | -4 | -8 | 14 | -1.6 | 0.94 | 6 | -3 | -1
Cc1csc(C2=C(O)CN(CCc3ccccc3)C2=N)n1 | 1 | 2 | 8 | -1 | 0.3 | 1 | -1 | -1 | 4
COc1cc(NC(=O)c2ccc(F)cc2)c(OC)cc1NC(=O)CN1CCCCC1 | 0.93 | -3 | -2 | 7 | 0.7 | 0.96 | 4 | 1 | 2
CCn1cc(/C=C/C(=O)Nc2ccn(Cc3c(F)c(F)c(F)c(F)c3F)n2)cn1 | 1.1 | -8 | -6 | -10 | -0.7 | 0.96 | 4 | 0 | -4
Cc1cc(C)cc(OC(=O)COc2ccccc2C)c1 | 1.2 | -5 | 1 | -22 | 0.3 | 1 | 0 | -2 | 1

The list goes on:
SMILES | hIAP activ | A3G deaminase | ATG4B inh | hIAP block | MPTP block | mIAP act | mIAP block | MIN6 prolif | APOBEC3A inh
C=CCn1c(NCCOC)nc2c1c(=O)n(C)c(=O)n2C | 1.1 | -2 | -6 | -7 | 0.5 | 1.1 | -9 | 1 | -2
Cc1ccc(C)c(N(CC(=O)N(C)C)S(C)(=O)=O)c1 | 0.94 | 2 | 2 | 6 | -1.5 | 0.99 | 1 | 0 | -1
CC(Sc1nnc(-c2ccncc2)n1C)C(=O)Nc1ccc(N2CCOCC2)cc1 (stereo not given) | 0.93 | -9 | -8 | 7 | -0.4 | 1 | -2 | 2 | -5
COc1ccc(NC2=Nc3cccc4cccc2c34)cc1 | 0.85 | -2 | -15 | 15 | 2.2 | 0.81 | 19 | 0 | -1
CC(C)(C)c1ccc(OCCC(=O)Nc2cccc(S(=O)(=O)N3CCCC3)c2)cc1 | 1.4 | 7 | -10 | -39 | 2.8 | 1.3 | -35 | -7 | -2
O=C(CN1C(=O)NC2(CCc3ccccc32)C1=O)c1ccc(F)c(F)c1 (stereo not given) | 1.1 | -15 | 1 | -14 | -1.9 | 1 | -3 | -6 | -1
CN1CCN(Cc2c(O)c(Cl)cc3c(-c4ccccc4)cc(=O)oc23)CC1 | 0.95 | -5 | 1 | 5 | 1.2 | 1 | -5 | -2 | -2
CCn1ccnc1CC1COc2ccccc2O1 (stereo not given) | 0.97 | -4 | 8 | 3 | -0.8 | 0.99 | 1 | -4 | 1
